Screens deposited in PubChem BioAssay by The Scripps Research Institute Molecular Screening Center.
OX1R antag-1: blocks the human orexin 1 receptor | inhibition, % at 6.6 µM | OX1R-expressing cells, FRET antagonist read-out | AID 485270 | O43613 | actives 1.8% (n = 330,000); in the data active means inhibition mostly above about 38%, no sharp cut-off; inactive means mostly below about 40%;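 further: 0% = agonist challenge alone and 100% = reference antagonist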
Target sequence (O43613 whole entry, looked up): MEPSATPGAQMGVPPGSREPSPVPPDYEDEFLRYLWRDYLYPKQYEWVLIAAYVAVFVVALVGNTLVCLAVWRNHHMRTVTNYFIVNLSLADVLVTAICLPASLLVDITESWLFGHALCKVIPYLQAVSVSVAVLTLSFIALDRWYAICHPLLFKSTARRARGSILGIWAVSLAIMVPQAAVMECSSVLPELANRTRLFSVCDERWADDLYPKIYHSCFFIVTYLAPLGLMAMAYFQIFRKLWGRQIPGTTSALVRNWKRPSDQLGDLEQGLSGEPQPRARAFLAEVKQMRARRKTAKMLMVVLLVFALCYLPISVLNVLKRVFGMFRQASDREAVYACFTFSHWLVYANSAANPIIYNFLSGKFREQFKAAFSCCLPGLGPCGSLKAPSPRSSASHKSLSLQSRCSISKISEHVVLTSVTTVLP
OX1R antag-2: blocks the human orexin 1 receptor; inhibition, % at 5 µM; O43613; AID 434989; CHO/OX1R cells, Fluo-8 calcium fluorescence, orexin A; actives 0.43% (n = 330,000);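 active means inhibition above its plate's threshold, mean inhibition of all tested compounds on the plate plus 3 SD, cut at about 37% in these data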;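 further: 0% = orexin A challenge wells and 100% = SB-334867-A antagonist wells; not every result past the cut was called active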
The depositor's hits bear a star.

SMILES	OX1R antag-1	OX1R antag-2
Cc1ccc(-n2c(O)c(/C=N/c3ncn[nH]3)c3ccccc3c2=O)cc1	11	-18
O=C(COc1nnnc2ccccc12)N1CCCc2ccccc21	22	-20
O=C(Nc1nnc(-c2ccncc2)o1)c1cccc(N2C(=O)CCC2=O)c1	4	-10
O=C(CSc1nnc(-c2ccco2)c(-c2ccco2)n1)Nc1ccccc1	28	-15
O=C(NCCc1c[nH]c2ccccc12)C1CCCN(S(=O)(=O)c2ccccc2)C1 (centres undefined)	11	-19
Cn1c(=O)oc2cc(S(=O)(=O)NCCC(=O)NCCc3ccccc3)ccc21	9	-18
O=C(Nc1nc(=O)c2ccccc2s1)c1ccc(Cl)cc1	2	-2
CCC(C)NC(=O)CN(c1ccc(OC)cc1)S(=O)(=O)c1ccc(NC(C)=O)cc1 (centres undefined)	9	-19
O=C(Cn1cnc2c(NC(=O)OCc3ccccc3)ncnc21)NCc1ccccn1	3	-11
CC1CC(C)CN(CC(=O)NCCc2ccc(S(N)(=O)=O)cc2)C1 (centres undefined)	25	-5
CC(=O)N1CCSc2ccc(S(=O)(=O)Nc3cccc(C)c3)cc21	30	-5
CCN(CCCNC(=O)C1CCN(S(=O)(=O)CC)CC1)c1ccccc1	8	-1
CC1CN(Cc2cc(=O)[nH]c(C(C)C)n2)CC(C)O1 (centres undefined)	5	0
CC(C)CC(=O)NC(=S)Nc1nc(-c2ccc(Cl)cc2)cs1	7	-7
CCN(C(=O)Cn1cnc2ccccc2c1=O)C1CCS(=O)(=O)C1 (centres undefined)	12	-9

Grouped by structure: the entries above with a halogen.
SMILES	OX1R antag-1	OX1R antag-2
O=C(Nc1nc(=O)c2ccccc2s1)c1ccc(Cl)cc1	2	-2
CC(C)CC(=O)NC(=S)Nc1nc(-c2ccc(Cl)cc2)cs1	7	-7

The list goes on:
SMILES	OX1R antag-1	OX1R antag-2
Cc1ccc(C)c(Nc2c(F)c(F)c(F)c(F)c2C(=O)O)c1	22	-2
COc1ccccc1-c1cc(C(F)(F)F)nc(S(=O)(=O)CCCC(=O)N2CCCCC2C)n1 (centres undefined)	23	-28
O=C(Cn1cc2c(n1)CCCCC2)N1CCCCC1	7	-11
Cc1cc(Nc2ccccc2)nc(N2CCOCC2)n1	2	-3
CC(C)CC(=O)Nc1ccc(C(=O)Nc2cccc(O)c2)cc1	7	-11
COc1ccc(C(=O)CSc2nnc3ccccn23)cc1OC	12	-15
COC(=O)C1CSc2[nH]c(=O)sc2C1c1ccccc1 (centres undefined)	7	3
COc1ccccc1CCC(=O)Nc1cccc(S(=O)(=O)N2CCOCC2)c1	3	-12
O=[N+]([O-])c1ccc(C[n+]2cc(-c3ccccc3)n3c2CCCCC3)cc1	25	2
COC(=O)c1ccccc1NC(=O)C1CC(c2ccc(F)cc2)=NO1 (centres undefined)	0	-28
Cc1ccc(S(=O)(=O)N2CCCC2)cc1C(=O)N1CCN(Cc2ccccc2)CC1	9	-12
Cc1nc(C2CC(=O)OC23CCCCC3)cs1 (centres undefined)	8	-4
CCOCCCNC(=O)Cn1cc2c(n1)CCCCC2	11	-8
CCC(C)C(=O)Nc1nnc(SCC(=O)N2C(C)CCCC2C)s1 (centres undefined)	8	-25
O=C(OCN1C(=O)c2ccccc2C1=O)c1ccccc1	15	-15
COc1ccc(NCc2nnc(SCC(=O)NNC(=O)c3ccc(C)cc3)n2C)cc1	13	-5
O=C1CCCC(=O)C1C1c2ccccc2CCN1C(=O)CCl (centres undefined)	5	-23
COc1ccc(NC(=O)c2ccccc2Cl)cc1NC(=O)CN1CCOCC1	7	-10
COc1ccc(C(=O)N(C)Cc2ccc(C)o2)cc1OC1CCN(C(C)=O)CC1	5	-16
O=C1c2ccccc2C(O)N1c1ccccc1 (centres undefined)	-1	3
O=C(CCCCCN1C(=O)CCC1=O)Nc1ncn[nH]1	15	0
CC1CC(C)CN(S(=O)(=O)c2ccc3c(c2)oc(=O)n3CC(=O)N(C)Cc2ccccc2)C1 (centres undefined)	10	-28
COc1ccc(CN2CSC(=S)N(Cc3ccc(OC)cc3)C2)cc1	5	-14
O=C(c1cc(S(=O)(=O)N2CCOCC2)ccc1Cl)N1CCC(Cc2ccccc2)CC1	10	-23
CC(C)CC[C@@H](O)[C@](C)(O)C1CC[C@@]2(O)C3=CC(=O)[C@@H]4C[C@@H](O)[C@@H](O)C[C@]4(C)C3CC[C@]12C (some centres undefined)	-1	-8
O=C(Cc1csc(NC(=O)c2ccccc2)n1)NO	12	-12
CCOC(=O)CSC1=C(C#N)C(c2ccccc2OC)CC(=O)N1 (centres undefined)	22	-7
CCOC(=O)C(=O)NCC(c1ccco1)S(=O)(=O)c1cccs1 (centres undefined)	6	-17
O=C(NC1=NCCS1)c1ccc(N2CCCC2=O)cc1	9	-2
O=C(OCC(=O)N1CCCCC1)c1ccc2c(c1)C(=O)N(Cc1ccco1)C2=O	33*	-7
Nc1ccc(N2CCOCC2)c(S(=O)(=O)Nc2ccccc2Cl)c1	4	-1
COC(=O)c1cc(=O)n(CCc2ccc(OC)c(OC)c2)c(=Nc2ccc(F)c(Cl)c2)s1	-9	-43
COc1ccc2[nH]c(=S)cc(C)c2c1	10	-13
CC(C)(C)c1ccc(C(=O)NNC(=O)c2ccncc2)cc1	3	-1
N#C/C(=C/c1ccc(N2CCCCCC2)o1)c1ccc(F)cc1	12	-34
O=C(Nc1cc2c(cc1Br)OCCO2)c1cccs1	30	-17
N#C/C(=C\Nc1ccccc1SC(F)(F)F)c1nc(-c2ccc(Cl)cc2)cs1	12	-5
CCCCCCc1cc2cc(C(=O)Nc3ccccc3OC)c(=O)oc2cc1O	8	0
COc1ccc(NC(=O)C2CC2)cc1S(=O)(=O)N1CCOCC1	15	-3
CC(NC(=O)[C@H](C)NC(=O)N1CCn2c1nc1ccccc12)c1ccccc1 (some centres undefined)	18	-7
COc1cc(Cl)c(NS(=O)(=O)c2c(C(=O)N3CCCC3)c(C)n(C)c2C)c(OC)c1	6	-10
Cc1ccc(S(=O)(=O)NNC(=O)c2ccoc2C)cc1	19	-10
O=C(C(c1ccccc1)c1ccccc1)N1CCN(CC(O)COc2ccccc2)CC1 (centres undefined)	21	-36
COc1ccc(-c2c(C)oc3ccc(C)cc23)cc1	6	-30
CC(C)=CCc1c(O)cc2oc3c(CC=C(C)C)c(O)c(O)c(CC=C(C)C)c3c(=O)c2c1O	37	6
COCC(C)n1c(SCc2nc(N)nc(Nc3ccccc3C)n2)nc2ccccc2c1=O (centres undefined)	29	-25
CCNc1nc(NCC)n2c(SCC(=O)Nc3ccc(OC)c(OC)c3)nnc2n1	10	0
CCN(CC)c1ncc(C)c(=O)[nH]1	12	-28
CCOc1ccc(-c2cc(C(=O)N/N=C(\C)c3cccnc3)c3ccccc3n2)cc1	-1	-38
O=C(Cn1ncc2c1-c1ccccc1OC2)Nc1ccc(Cl)cn1	15	-11
Cc1ccc(CNC(=O)c2ccc(CNc3c(N4CCCC4)c(=O)c3=O)cc2)cc1	8	-18
CC(NC(=O)Nc1nccs1)(C(F)(F)F)C(F)(F)F	39	-4
CC1CCC/C(=N/NC(=O)c2ccccc2-n2cccc2)C1 (centres undefined)	37	-18
O=C(Nc1ccc(N2CCOCC2)cc1)c1ccc2c(c1)OCO2	15	-1
COc1ccc(CC2C(=O)OC(C)(C)OC2=O)cc1	1	-12
N=C1C(=O)OCC1c1cc(Cl)ccc1NC(=O)Nc1ccccc1 (centres undefined)	18	-25
COc1ccc(C2CC(c3cccs3)=NN2C(=O)CSc2nc(=O)n3ccc(C)cc3n2)cc1 (centres undefined)	6	-34
O=C(NC(=S)N1CCc2ccccc21)c1ccccc1	3	-8
O=C(NCCC1=CCCCC1)c1c(O)nc2sccn2c1=O	18	-28
O=C(NCc1ccco1)C1CCCN(c2ncnc3c2nc2n3CCCCC2)C1 (centres undefined)	12	-17

Whole records as entered above:
O=C(NCc1ccco1)C1CCCN(c2ncnc3c2nc2n3CCCCC2)C1 (centres undefined) across the screens: OX1R antag-1 = 12; OX1R antag-2 = -17
COc1ccc(C2CC(c3cccs3)=NN2C(=O)CSc2nc(=O)n3ccc(C)cc3n2)cc1 (centres undefined) across the screens: OX1R antag-1 = 6; OX1R antag-2 = -34

(more compounds)
SMILES	OX1R antag-1	OX1R antag-2
COc1ccc(Cc2nnc(NC(=O)c3cc(OC)c(OC)c(OC)c3)s2)cc1	27	-10
CCOc1ccc(NC(=O)Nc2ccon2)cc1	25	-3
NC(=O)CN1CCN(S(=O)(=O)c2ccc(Cl)cc2)CC1	10	-15
Clc1ccc(C2=NNC(=NCc3ccccc3)SC2)cc1	3	-16
Cc1[nH]n(-c2ccccc2)c(=O)c1/C=N/NC(=O)COc1ccccc1[N+](=O)[O-]	37	-16
Cc1ccccc1-n1c(C)cc(/C=C2\NC(=O)NC2=O)c1C	21	-11
COc1ccc(CN2CCN(C(=O)c3cccs3)CC2)cc1Br	20	-9
Cc1noc(C)c1C(=O)Nc1nc(C23CC4CC(CC(C4)C2)C3)cs1	19	-7
Cc1cc(=O)oc2c3c(cc(OCC(=O)NCc4ccccc4)c12)OC(C)(C)CC3	11	-35
C[C@@]12C(=O)NCC(=O)N1[C@@H]1c3cc(Br)ccc3OC[C@@H]1[C@@H]2c1ccccc1	4	-16
S=C(NCCCN1CCOCC1)N1CCN(c2nc(-c3ccc(Cl)cc3)cs2)CC1	20	11
Cc1ccc(S(=O)(=O)NCc2ccccc2)cc1C(=O)N(C)Cc1ccc(F)cc1	28	-5
O=C(O)/C=C\C(=O)Nc1ccc(Oc2ccc(Br)cc2)cc1	-4	-9
CS(=O)(=O)c1ccc(C(=O)OCc2nnc(-c3ccc(Cl)cc3)o2)cc1[N+](=O)[O-]	31	4
CCOC(=O)N1CCN(C(=O)CN(c2cccc(C(F)(F)F)c2)S(=O)(=O)c2ccccc2)CC1	35	-16
CCOC(=O)C1(CCc2ccccc2)CCN(Cc2nccn2CC)CC1	22	-17
Cc1cccc(NC(=O)NCc2ccc3c(c2)OCO3)c1	26	-11
Cc1ccc(C(=O)Nc2ccccc2C(=O)NCc2ccco2)cc1	11	-16
O=C(Cn1nnc2ccccc21)OCC(=O)c1ccc(Cl)c(Cl)c1	10	-13
CC1=NOC(=O)/C1=C/c1ccc(-c2ccc(Cl)cc2)o1	-6	32
CC1CCC(C(C)C)C(OC(=O)COC(=O)c2cccn2C)C1 (centres undefined)	15	-15

4 of these compounds in another layout:
molecule: N#C/C(=C/c1ccc(N2CCCCCC2)o1)c1ccc(F)cc1
  OX1R antag-1 = 12
  OX1R antag-2 = -34
molecule: O=C(Nc1cc2c(cc1Br)OCCO2)c1cccs1
  OX1R antag-1 = 30
  OX1R antag-2 = -17
molecule: N#C/C(=C\Nc1ccccc1SC(F)(F)F)c1nc(-c2ccc(Cl)cc2)cs1
  OX1R antag-1 = 12
  OX1R antag-2 = -5
molecule: CCCCCCc1cc2cc(C(=O)Nc3ccccc3OC)c(=O)oc2cc1O
  OX1R antag-1 = 8
  OX1R antag-2 = 0
